Screening results as filed in PubChem BioAssay.
PfHsp90 set2: inhibits growth of yeast expressing Plasmodium falciparum Hsp90; S. cerevisiae expressing PfHsp90, BacTiter-Glo ATP, 48 h; yeast lacking PDR1 and PDR3 efflux regulators; inhibition, % at 9.4 µM; actives 0.32% (n = 310,000);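 active = every replicate shows inhibition above about 80%, whatever the replicate mean, limit read from the data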;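 also: 0% = DMSO neutral controls and 100% = 20 µM radicicol positive controls; yeast relying on Plasmodium falciparum Hsp90 in place of its own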
PvdQ acylase: blocks Pseudomonas aeruginosa PvdQ acylase activity; inhibition, % at 10 µM; AID 488965; actives 0.063% (n = 340,000); purified PvdQ acylase, fluorescence plate reader; in the data active = inhibition above about 30%, passing the limit was not always enough;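 also: 0% = vehicle neutral wells and 100% = reference inhibitor wells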
Wnt bcat act: activates Wnt/beta-catenin signaling in a reporter cell assay | actives 1.2% (n = 300,000) | activation, % at 9.35 µM | activator, plate reader | AID 743398; in the data active = activation above about 30%, passing the limit was not always enough;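 also: 0% = neutral control wells and 100% = positive control wells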
CAL PDZ inh: human CAL PDZ-peptide interaction inhibition | Q9HD26 | purified CAL PDZ, TMR-peptide fluorescence polarization, 1 h | inhibition, % at 20 µM | actives 0.02% (n = 330,000) | AID 504414;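 active = highest replicate inhibition of at least 40%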;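 also: plate controls were DMSO neutral control wells for no effect and unlabeled competitor peptide control wells for full effect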
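Read-out basis: mP drop reported as inhibition | Assay system: Tagged CAL PDZ protein CerCALP, purified | Benchmarks: Unlabelled peptide for full inhibition, DMSO wells as neutral | Schedule: 1 h incubation at room temperature before polarization reading | Buffer or medium: Sodium phosphate/NaCl buffer pH 7.4 with TCEP, IgG, Thesit | Doses: Single point, 20 µM | Measured by: Fluorescence polarization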
Rtt109 Vps75: C. albicans Rtt109 histone acetyltransferase inhibition. purified Rtt109/Vps75, ThioGlo CoA-SH fluorescence, 4 h. inhibition, % at 34.9 µM. actives 0.16% (n = 330,000). AID 540336;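 active = inhibition of at least 50% in every replicate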
Target sequence (Q5AAJ8 whole entry, looked up): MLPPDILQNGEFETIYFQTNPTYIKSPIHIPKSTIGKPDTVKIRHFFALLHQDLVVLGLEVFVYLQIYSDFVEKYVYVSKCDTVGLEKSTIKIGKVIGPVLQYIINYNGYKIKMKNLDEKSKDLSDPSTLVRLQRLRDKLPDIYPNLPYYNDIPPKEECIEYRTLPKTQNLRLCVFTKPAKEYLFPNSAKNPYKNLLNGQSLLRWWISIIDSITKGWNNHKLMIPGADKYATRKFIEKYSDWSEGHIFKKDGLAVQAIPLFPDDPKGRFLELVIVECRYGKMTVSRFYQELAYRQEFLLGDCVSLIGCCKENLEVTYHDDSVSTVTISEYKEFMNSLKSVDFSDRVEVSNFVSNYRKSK
DAGLB inh: blocks human DAGLB lipase activity. HEK293T DAGLB membrane lysate, EnzChek fluorogenic substrate. inhibition, % at 5.17 µM. actives 0.059% (n = 340,000); in the data active = inhibition above about 34%;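 also: 0% = enzyme with vehicle and 100% = wells lacking enzyme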
Target sequence (Q8NCG7 whole entry, looked up): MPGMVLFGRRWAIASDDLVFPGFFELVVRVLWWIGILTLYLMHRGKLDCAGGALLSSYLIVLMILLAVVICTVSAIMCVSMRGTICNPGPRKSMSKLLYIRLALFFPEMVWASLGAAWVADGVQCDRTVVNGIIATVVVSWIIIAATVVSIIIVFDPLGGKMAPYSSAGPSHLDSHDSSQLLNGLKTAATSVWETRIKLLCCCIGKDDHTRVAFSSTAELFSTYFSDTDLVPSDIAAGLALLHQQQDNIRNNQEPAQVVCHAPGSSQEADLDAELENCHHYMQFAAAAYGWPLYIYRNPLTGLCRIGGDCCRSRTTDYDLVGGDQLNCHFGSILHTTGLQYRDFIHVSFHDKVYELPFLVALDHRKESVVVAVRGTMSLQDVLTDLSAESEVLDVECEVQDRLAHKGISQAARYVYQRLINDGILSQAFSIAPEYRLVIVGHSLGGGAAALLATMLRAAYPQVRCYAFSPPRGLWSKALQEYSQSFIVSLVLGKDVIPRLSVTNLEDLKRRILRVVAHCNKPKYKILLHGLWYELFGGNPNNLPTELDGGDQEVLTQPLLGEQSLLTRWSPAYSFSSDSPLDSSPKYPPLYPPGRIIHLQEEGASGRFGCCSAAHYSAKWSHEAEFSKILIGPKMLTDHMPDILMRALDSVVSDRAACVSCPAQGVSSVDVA
AddAB inh: less growth of phage-infected E. coli with AddAB | E. coli expressing H. pylori AddAB, absorbance growth | inhibition, % at 11.9 µM | actives 0.29% (n = 330,000) | AID 435030; in the data active = inhibition above about 12%;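 also: 0% = vehicle wells of infected cells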
Tat transport: inhibitors of E. coli Tat protein transport | E. coli MC4100 TorA-mCherry Tat export, fluorescence | inhibition, % at 10 µM | actives 0.036% (n = 340,000) | AID 488895;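 active = mean replicate inhibition at least 50% and at least half of replicates individually reaching 50%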;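 also: exported cargo escapes ClpAP degradation while cytoplasmic cargo is degraded and loses fluorescence; 0% = median of neutral control wells and 100% = median of NaSCN control wells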
E coli growth: reduces bacterial viability in AddAB counter-screen. E. coli V3065 growth, OD600 absorbance, 18 h. inhibition, % at 11.9 µM. actives 0.27% (n = 330,000). AID 449728;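 active = inhibition above the campaign's mean inhibition across all tested compounds plus 3 SD, cut at about 9.9% in these data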;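 also: uninfected addAB+ strain grown without phage in ampicillin broth; 0% = DMSO wells and 100% = ciprofloxacin 0.95 µg/ml wells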
phage Ecoli inh: E. coli growth loss with phage present | inhibition, % at 11.9 µM | actives 0.26% (n = 360,000) | AID 651602 | growth absorbance; in the data active = inhibition above about 11%
An asterisk follows results filed as active; . = not tested or not shown.

SMILES	PfHsp90 set2	PvdQ acylase	Wnt bcat act	CAL PDZ inh	Rtt109 Vps75	DAGLB inh	AddAB inh	Tat transport	E coli growth	phage Ecoli inh
CCCCSc1nc2ccccc2[nH]1	4	-3	11	-0.4	-5	-2	4.9	-8	1.0	3.5
Cc1ccc(Oc2nnc(-c3ccccc3)cc2C#N)cc1	28	-12	-1	-0.3	-5	-1	4.7	-3	0.5	0.2
COc1ccc(C2NC(=S)NC(C)=C2C(=O)Nc2ccccn2)cc1 (stereo not drawn)	12	-7	18	0.0	-2	0	1.9	-5	-3.8	0.0
Cc1ccc(C2/C(=C(\O)c3c(C)nc4ccccn34)C(=O)C(=O)N2CCN(C)C)o1 (stereo not drawn)	-6	-4	2	0.4	0	2	-0.8	2	-1.6	0.8
Cc1cc(N)n(-c2nc(-c3cccnc3)nc3ccccc23)n1	-1	-6	-4	-0.7	-14	2	1.4	-6	-2.6	4.8
Cc1ccc(-c2csc3nc(C(C)C)oc(=O)c23)c(C)c1	-19	1	8	-1.3	-4	0	-1.6	3	0.6	1.6
Cc1ccc(S(=O)(=O)c2cn(CC(=O)Nc3ccccc3)c3ccc(F)cc3c2=O)cc1	.	-15	0	-1.2	0	-3	6.4	2	-1.8	1.7
N#Cc1cc(NCC2CCCO2)c([N+](=O)[O-])cc1C#N (stereo not drawn)	17	-6	.	-0.6	0	1	3.7	2	1.1	4.1
COc1ccccc1C(=O)NNC(=S)Nc1ccccc1	-49	-13	2	-2.7	-5	-1	.	8	.	-1.2
CCCCCCc1cc2cc(-c3nnc(-c4ccccc4O)o3)c(=O)oc2cc1O	-16	6	.	-2.7	9	-45	-0.9	-5	-0.1	3.4
COc1cc(C)ccc1NC(=O)Cc1csc(NC(=O)Nc2ccccc2OC)n1	.	-8	1	-3.4	-3	2	0.5	7	2.4	1.5
O=C(NCc1cccnc1)c1cccc(NS(=O)(=O)c2ccc(Br)cc2)c1	3	-19	-5	-3.1	3	0	1.3	2	-2.0	-0.7
COc1ccc([N+](=O)[O-])cc1NC(=O)C(C)N(C)Cc1ccc(Br)cc1 (stereo not drawn)	-38	-9	-2	-1.8	0	-6	2.0	13	2.8	4.5
O=C(Nc1ccc2oc(=O)ccc2c1)c1ccc(-c2ccc(Cl)cc2)o1	-10	5	.	-3.4	-10	0	4.7	-1	0.0	-0.2
Cc1cc(F)ccc1S(=O)(=O)N1CCCOC1CNC(=O)C(=O)NCCC1=CCCCC1 (stereo not drawn)	8	-20	-1	-4.1	-8	2	1.6	-6	1.7	4.2
O=C(Nc1ccc(NC(=O)c2ccccc2)nc1)c1ccncc1	.	-14	23	-4.5	-5	-1	2.5	-7	-1.4	3.4
Cc1ccccc1CN1C(=O)CS/C1=N/N=C/c1ccco1	-3	-15	-3	-1.4	-10	-5	-0.2	-6	-2.5	0.4
CCN(CC)C(=O)Oc1nnc(SC(C)C)n1-c1ccc(Cl)cc1	2	-3	-1	-0.4	3	1	1.2	2	-1.3	-0.4
N#Cc1ccccc1NC(=O)c1ccc2c(c1)OCO2	-37	-9	3	-0.2	-2	-1	2.0	-6	0.4	2.4
CN(C)C(CNC(=O)CCc1nc2sc3c(c2c(=O)[nH]1)CCCC3)c1ccccc1 (stereo not drawn)	7	-9	-4	-2.7	-5	2	2.4	7	0.7	3.8
CC(=O)Nc1ccccc1S(=O)(=O)CC1CC1(Cl)Cl (stereo not drawn)	-31	-6	-1	-0.1	0	-2	-1.9	1	-0.7	-0.3
COc1ccc(N2CCN(C(=O)CCCSc3nc4ccccc4[nH]3)CC2)cc1	10	4	5	-1.3	-2	1	1.8	-4	-3.2	3.5
COc1ccc(O)c(/C=N/NC(=O)c2cccc(N3CCCC3=O)c2)c1	-14	3	1	-0.4	-4	2	1.1	-1	-3.3	1.6
COc1ccc2c(N)c(C(=O)NN)[nH]c2c1	0	-14	3	0.9	-8	-5	1.2	9	1.6	2.6
C/C(=N\NC(=O)c1cc(-c2ccc(C)s2)[nH]n1)c1ccco1	-14	1	5	-5.1	.	-1	-2.0	-7	-1.1	5.4

Quoted from the listing, 13 compounds:
SMILES	PfHsp90 set2	PvdQ acylase	Wnt bcat act	CAL PDZ inh	Rtt109 Vps75	DAGLB inh	AddAB inh	Tat transport	E coli growth	phage Ecoli inh
CCCCSc1nc2ccccc2[nH]1	4	-3	11	-0.4	-5	-2	4.9	-8	1.0	3.5
Cc1ccc(Oc2nnc(-c3ccccc3)cc2C#N)cc1	28	-12	-1	-0.3	-5	-1	4.7	-3	0.5	0.2
COc1ccc(C2NC(=S)NC(C)=C2C(=O)Nc2ccccn2)cc1 (stereo not drawn)	12	-7	18	0.0	-2	0	1.9	-5	-3.8	0.0
Cc1ccc(C2/C(=C(\O)c3c(C)nc4ccccn34)C(=O)C(=O)N2CCN(C)C)o1 (stereo not drawn)	-6	-4	2	0.4	0	2	-0.8	2	-1.6	0.8
Cc1cc(N)n(-c2nc(-c3cccnc3)nc3ccccc23)n1	-1	-6	-4	-0.7	-14	2	1.4	-6	-2.6	4.8
Cc1ccc(-c2csc3nc(C(C)C)oc(=O)c23)c(C)c1	-19	1	8	-1.3	-4	0	-1.6	3	0.6	1.6
Cc1ccc(S(=O)(=O)c2cn(CC(=O)Nc3ccccc3)c3ccc(F)cc3c2=O)cc1	.	-15	0	-1.2	0	-3	6.4	2	-1.8	1.7
N#Cc1cc(NCC2CCCO2)c([N+](=O)[O-])cc1C#N (stereo not drawn)	17	-6	.	-0.6	0	1	3.7	2	1.1	4.1
COc1ccccc1C(=O)NNC(=S)Nc1ccccc1	-49	-13	2	-2.7	-5	-1	.	8	.	-1.2
CCCCCCc1cc2cc(-c3nnc(-c4ccccc4O)o3)c(=O)oc2cc1O	-16	6	.	-2.7	9	-45	-0.9	-5	-0.1	3.4
COc1cc(C)ccc1NC(=O)Cc1csc(NC(=O)Nc2ccccc2OC)n1	.	-8	1	-3.4	-3	2	0.5	7	2.4	1.5
O=C(NCc1cccnc1)c1cccc(NS(=O)(=O)c2ccc(Br)cc2)c1	3	-19	-5	-3.1	3	0	1.3	2	-2.0	-0.7
COc1ccc([N+](=O)[O-])cc1NC(=O)C(C)N(C)Cc1ccc(Br)cc1 (stereo not drawn)	-38	-9	-2	-1.8	0	-6	2.0	13	2.8	4.5

Some of the entries so far, field by field.
> Cc1ccc(C2/C(=C(\O)c3c(C)nc4ccccn34)C(=O)C(=O)N2CCN(C)C)o1 (stereo not drawn)
  PfHsp90 set2: -6 | PvdQ acylase: -4 | Wnt bcat act: 2 | CAL PDZ inh: 0.4 | Rtt109 Vps75: 0 | DAGLB inh: 2 | AddAB inh: -0.8 | Tat transport: 2 | E coli growth: -1.6 | phage Ecoli inh: 0.8

> Cc1cc(N)n(-c2nc(-c3cccnc3)nc3ccccc23)n1
  PfHsp90 set2: -1 | PvdQ acylase: -6 | Wnt bcat act: -4 | CAL PDZ inh: -0.7 | Rtt109 Vps75: -14 | DAGLB inh: 2 | AddAB inh: 1.4 | Tat transport: -6 | E coli growth: -2.6 | phage Ecoli inh: 4.8

(list continues)
SMILES	PfHsp90 set2	PvdQ acylase	Wnt bcat act	CAL PDZ inh	Rtt109 Vps75	DAGLB inh	AddAB inh	Tat transport	E coli growth	phage Ecoli inh
CC1(C)Cc2c(cnn2-c2ccc(F)cc2)C(NC(=O)CCc2ccncc2)C1 (stereo not drawn)	-36	-17	0	-2.1	-3	2	.	-8	.	2.1
CCCN(Cc1cc2ccc(C)cc2[nH]c1=O)C(=O)c1cccnc1	-11	-14	-2	0.1	-2	0	3.4	0	-0.1	-2.4
O=C(Cn1cnc2c(cnn2-c2ccccc2)c1=O)c1ccc(Cl)cc1	13	-3	-1	-1.8	-5	-10	1.1	-11	1.5	3.1
COc1ccc(OCc2nc3ccccc3n2C(C)C)cc1	4	5	-1	-0.2	6	-3	2.0	1	0.8	4.1
Nc1c(C(=O)C2CC2)sc2nc(-c3cccs3)cc(C(F)(F)F)c12	7	-5	.	-0.7	-3	-7	0.2	12	-1.1	-0.3
O=C1CCCC1C(=O)Nc1ccc2ccccc2c1 (stereo not drawn)	2	-18	3	-0.9	5	-2	-0.8	8	-0.6	-0.9
Cn1c(-c2ccccc2)cnc1SCC(=O)NCc1ccco1	12	-5	-1	-0.5	10	4	4.3	3	1.2	1.3
Cc1cc(C)n(-c2ccc(NC(=O)C3CCCCN3Cc3cccc4c3OCO4)cc2)n1 (stereo not drawn)	19	-20	1	9.0	12	-2	.	7	.	-0.9
C#CCNC(=O)C1=C[C@@H](c2ccc(Br)cc2)C[C@@H](OCCCCO)O1	-20	3	2	1.5	3	3	-0.3	3	0.1	1.7
CCOC(=O)c1ccc(NC(=S)N2CCN(CCNC3=CC(=O)CC(C)(C)C3)CC2)cc1	2	4	-4	-2.1	9	-3	0.1	0	-0.6	4.0
O=C(Cc1cccs1)NCc1cccc(Br)c1	3	8	6	.	9	-3	.	6	.	-0.9
COc1cccc(N2CCN(S(=O)(=O)c3ccc4c(c3)NC(=O)C(C)C(=O)N4)CC2)c1 (stereo not drawn)	24	-5	2	-0.8	2	-36	3.7	-3	-0.5	0.3
CCCOC(=O)C1=C(C)OC23OC(N)=C(C#N)C12C(=O)c1ccccc13 (stereo not drawn)	-12	15	.	-0.5	18	-4	-0.1	2	1.9	3.0
COc1ccc(S(=O)(=O)NCC2CCC(C(=O)NCCCN3CCCC3=O)CC2)cc1 (stereo not drawn)	-3	9	-2	-0.3	3	-3	4.2	1	0.2	3.6
COc1ccc(NC(=O)C2CCN(S(=O)(=O)c3cccc4cccnc34)CC2)cc1	-11	-9	-5	-1.4	-4	0	3.4	-1	-0.4	3.3
CC(C)(C)c1ccc(C(=O)Nc2sc3c(c2C(=O)O)CCC3)cc1	-19	0	-5	-0.9	9	11	3.9	-1	1.8	4.4
COc1ccc(CNC(=O)N2CCN(S(=O)(=O)c3ccccc3F)CC2)cc1	10	-4	-1	0.0	-3	1	1.7	0	-0.1	1.0
Cc1nc2ccc(NC3=NCCCCC3)cc2s1	40	-8	-2	-0.4	-18	0	0.9	-1	-0.3	2.3
CCCC(=O)NC(c1ccco1)c1cc(Cl)c2cccnc2c1O (stereo not drawn)	105*	-8	-1	0.3	1	14	16*	-2	14*	21*
COc1ccc(C)cc1CN1C(=O)c2ccccc2C1=O	-34	-12	-1	-1.0	-1	-1	-2.0	6	1.2	0.6
COc1ccc(S(=O)(=O)N2CCN(C(=O)CC(C)C)CC2)cc1	-13	6	-1	-0.9	10	0	1.7	-4	1.1	2.9
CC(C)CCN1CCN(Cc2cccn2-c2ccc(Cl)cn2)CC1CCO (stereo not drawn)	2	-10	-2	0.0	-12	1	3.8	-2	0.4	3.6
C=CCn1c(NC(=O)CC)c(C(=O)OCC)sc1=S	.	-11	-5	.	0	2	2.8	1	-0.5	2.5
Cc1cccc([C@@H]2[C@@H]3C(=O)N(Cc4ccccc4)C(=O)[C@@H]3[C@]3(Cc4ccccc4)C(=O)N(c4ccccc4)C(=O)N23)c1	13	8	-4	0.8	10	-8	1.6	25	0.7	2.6
COc1ccccc1/C=N\N=C(\N)c1ccccn1	13	-10	26	-2.9	-3	0	1.9	7	-1.5	3.4
CC(Sc1nc2ccccc2[nH]1)C(=O)Nc1ccc2c(c1)OCCO2 (stereo not drawn)	2	-11	3	-2.4	2	-3	0.8	-1	0.5	1.9
